Screening results (PubChem)
SDO1 yeast rescue = restores growth of sdo1-depleted yeast; S. cerevisiae sdo1-depleted JHY4D growth rescue, OD600 30 h; hits give high values; pdr5 snq2 efflux-pump mutant strain; z-score at 10 µM; 0.21% of 140,000 active;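 active = z-score above 3 at both the 24 hr and the 30 hr optical density reads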;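 note: z-score against mean and SD of all compound wells on the same plate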
INS promoter inh = TRM-6 insulin promoter activity inhibition; inhibition, % at 2 µM; 0.9% of 130,000 active; TRM-6 cells (human fetal islet line), insulin promoter-eGFP reporter, imaging; reporter expression induced with tamoxifen;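 active = inhibition above the mean plus 3 SD, with well images judged a real hit on visual review, cut at about 60% in these data, passing the limit was not always enough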
SDO1 yeast rescue Rescue 24 h = also measured in SDO1 yeast rescue; calls as there; z-score; S. cerevisiae sdo1-depleted JHY4D growth rescue, OD600; measured here: growth rescue at 24 h;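 0 is the plate mean of compound wells and units are plate SD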
* = called active by the depositor; . = not tested or not shown; [ ] = another dose, or the depositor's remark. No enrichment for hits; overall some 0.99% were active at least once.

SMILES	SDO1 yeast rescue	SDO1 yeast rescue Rescue 24 h	INS promoter inh
CC1CCc2c(nc3ncnn3c2N2CC(C)OC(C)C2)C1 (stereo unspecified)	0.95	-0.09	.
CCCc1nnc(NC(=O)c2cc3ccccc3oc2=O)s1	-0.17	-0.56	29
O=C(CCCl)Nc1cc(SCCO)cc([N+](=O)[O-])c1	1.1	0.99	-56
CC(=O)OCC(OC(C)=O)C(OC(C)=O)C(OC(C)=O)C(=O)Nc1ccc(C)cc1 (stereo unspecified)	-0.09	-1.2	.
Cc1cc(C)nc(N/N=C/C(Cl)=C/c2ccccc2)n1	-0.04	-0.33	-11
CCOc1ccccc1NC(=O)COC(=O)CN(C)S(=O)(=O)c1ccc(C)cc1	-1.4	-1.8	0
CCOc1ccc(C(=O)NCC(=O)OCc2csc(-c3ccccc3)n2)cc1	-0.69	-1.3	.
Cc1nnc(SCC(=O)NCc2ccc3c(c2)OCO3)[nH]c1=O	0.36	0.07	44
O=C(Nc1ccc2[nH]c(=S)sc2c1)c1ccccc1	-0.76	-1.5	-3
O=C(c1ccco1)N1CCN(C(=S)Nc2cccc([N+](=O)[O-])c2)CC1	.	.	-26
CCc1nc(Sc2nc(C)cc(C)n2)c2oc3ccccc3c2n1	-1.2	-1.6	.
COC(=O)c1nc2n(n1)C(c1cccc(Cl)c1)C1=C(CCCC1=O)N2 (stereo unspecified)	1.5	2.4	.
Cc1cc2c(cc1C)C(=O)NC(C)(C)C2	0.45	0.19	-23
Cc1nc(N2CCCC2)c2ccsc2n1	0.92	1.7	34
O=C(Nc1cccc(C(F)(F)F)c1)/C(=C/c1ccco1)NC(=O)c1cccs1	-1.2	-0.92	.
COc1cc(NC(=O)Nc2ccccc2OC)c(OC)cc1NC(=O)CN1CCCCC1	0.27	-0.04	32
CCCC(=O)Nc1c(C)n[nH]c1C	0.09	-0.08	-16
O=C(CN1CCCCCC1)Nc1ccccc1F	0.94	-0.08	-37
Cc1ccc(OCc2cc(C(=O)Nc3ccccc3)oc2C)cc1	-0.94	-0.82	-53
CN1C(=O)N(C)C2(CC1(C)C)CC(C)(C)N(C)C(=O)N2C	0.24	0.54	-175
O=C(CCN1C(=O)c2ccccc2C1=O)Nc1ccc(-c2cn3ccsc3n2)cc1	-0.61	1	21
COc1ccccc1NC(=O)c1ccccc1NC(=O)c1cc(Cl)ccc1NC(=O)c1ccco1	-1.2	-1	-20
O=C(Cc1ccc2c(c1)OCCO2)N1CCN(S(=O)(=O)c2cccc(Cl)c2Cl)CC1	-1.2	-0.85	-60
COc1ccc(/C=C2\N=C(SC)N(C)C2=O)cc1	-0.46	-0.74	-4
CCCNc1ncnc2c1cnn2-c1ccc(OC)cc1	1.8[15.7 µM]	-0.03	.

(continued)
SMILES	SDO1 yeast rescue	SDO1 yeast rescue Rescue 24 h	INS promoter inh
c1ccc(NCc2nc(-c3ccccc3)no2)cc1	-0.62	-0.69	80*
COc1ccc(CCNC(=O)CN2C(=O)c3ccccc3S2(=O)=O)cc1	0.41	0	10
COCCNC(=O)c1ccc2c(c1)ncn2-c1ccc(F)c(F)c1	0.67	0.19	15
O=C(Cn1cc2c(n1)CCCC2)NCc1cccnc1	0.41	-0.14	.
CCOC(=O)N1CCN(c2nc(C)c3c(n2)CC(C)CC3=O)CC1 (stereo unspecified)	-1.4	-0.59	.
CN(CCO)c1cc(Sc2nc3ccccc3s2)c2nonc2c1[N+](=O)[O-]	-1.7	-1.3	-11
Cc1nn(C(C)C(=O)c2cccc(Cl)c2)c(C)c1[N+](=O)[O-] (stereo unspecified)	.	.	-18
CCNC(=O)CC1C(=O)N(c2ccc(F)cc2)C(=O)N1Cc1ccc(OC)cc1 (stereo unspecified)	0.53	0.3	9
COc1ccc(CNc2n[nH]c(NCc3ccc(OC)c(OC)c3)n2)cc1OC	0.68	0.34	11
N/C(CSc1nc(-c2ccccc2)c(-c2ccccc2)o1)=N\O	-1.6	-1	-20
CCCCCCCCOC(=O)C[N+](C)(C)C/C=C(/C)Cl	-0.14	-0.07	-40
O=C(COc1ccc(Cl)cc1)Nc1ccccc1CO	-0.53	-0.63	13
CCN(C=NC1=NN(c2cccc(C(F)(F)F)c2)CC1)CC	0.35	0.6	62*
CCCCN(C(=O)Nc1ccc(Cl)cc1)C1CCN(C(C)=O)CC1	0.33	-1	0
Cc1ccc(-n2nc(-c3cccs3)cc2C(=O)NCC2CCCO2)c(C)c1 (stereo unspecified)	-0.74	-0.18	-9
O=C(N/N=C/c1ccc(OC(=O)c2ccccc2)c([N+](=O)[O-])c1)c1ccc(O)cc1	0.26	0.59	.
CCc1nnc(NC(=O)CSc2nnc(-c3cc4ccccc4cc3O)n2CCOC)s1	-0.4	-1.2	-33
COc1ccc(NC2=Nc3ccccc3N3C2=Nc2c(c(C)nn2-c2ccc(C)cc2)C3c2cccnc2)cc1 (stereo unspecified)	-0.59	0.71	38
Cc1cccc2sc(NC(=O)C3CCCN(S(=O)(=O)c4cccc5nonc45)C3)nc12 (stereo unspecified)	-1.3	-0.24	-9
CCOc1ccc(S(=O)(=O)NCCC(=O)OCN2C(=O)c3ccccc3C2=O)cc1	0.02	0.06	0
O=C(NC1CCCCC1)c1ccc(N2CCCC2=O)cc1	0.43	0.11	.
CCN(CC)c1ccc(NC(=O)Nc2cccc(C(C)=O)c2)cc1	-0.08	0.69	16
CC(=O)N1c2c(cc(Br)cc2S(=O)(=O)N2CCN(C(=O)c3ccco3)CC2)CC1C (stereo unspecified)	0.46	0.79	16
Cc1nc(NC(=O)C2CCCC2)sc1Cc1ccc2c(c1)OCO2	-1.7	-0.78	14
Cc1cc2nc(C)n(CCCNC(=O)Nc3cccc4ccccc34)c2cc1C	-0.5	-0.6	-41

(list continues)
SMILES	SDO1 yeast rescue	SDO1 yeast rescue Rescue 24 h	INS promoter inh
CCOc1ccc2c(c1)c(N=Nc1cccc(C(=O)O)c1)c(O)n2C	-0.86	-0.98	24
COC(=O)c1cc(NCc2c(F)cccc2Cl)ccc1N1CCOCC1	0.14	0.22	.
O=C(Nc1ccc2c(c1)OCCO2)C1CCCN(c2ncccn2)C1 (stereo unspecified)	0.42	-0.06	11
O=C(N/C=C/c1ccccc1)Nc1ccc(Cl)cc1	-0.23	-0.06	38
CC(C)(C)C(C(=O)O)N1CCS(=O)(=O)CC1 (stereo unspecified)	.	.	9
COc1ccc(NC(=O)Cn2c3ccccc3c3nc4n(c(=O)c32)CCS4)cc1	.	.	-17
O=C(CN1CCN(Cc2ccccc2)CC1)N/N=C/C=C/c1ccco1	1.3	1.1	.
CCc1ccc(S(=O)(=O)NCCc2cn3ccccc3n2)s1	-0.12	-0.04	-9
CC(C)(Oc1ccc(-c2ccco2)cc1)C(=O)O	0.7	-0.12	9
N#CCCN1CCN(S(=O)(=O)c2ccc(C#N)cc2)CC1	-0.43	-1.2	39
CC(C)NC(=S)N1CCN(S(C)(=O)=O)CC1	0.56	0.03	.
Cc1cnc(C(=O)OCC(=O)NC2CCCC(C)C2C)cn1 (stereo unspecified)	0.86	1.5	-44
O=c1[nH]c(NCCO)nc2c1C1(CCCC1)Cc1ccccc1-2	0.29	0.31	-14
COc1cc(/C=C(/C#N)c2ccc(F)cc2)ccc1Oc1ccc([N+](=O)[O-])cn1	-0.63	-0.32	-10
CCOc1ccc(-n2c(Cc3cc(=O)[nH]c(=O)[nH]3)nnc2SCc2cccnc2)cc1	0.37	-0.22	.
O=C(NCc1ccco1)c1ccc(=O)oc1	0.92	0.78	.
COc1cccc(NC(=O)C2CC(=O)OC23CCOC(C)(C)C3)c1 (stereo unspecified)	-0.87	-1.2	-23
CC1CCN(CCC(=O)NN)CC1	.	.	50
CNC(=O)N(O)C1N(NC(=O)Nc2ccccc2)C(=S)SC1(C)C (stereo unspecified)	.	.	-20
O=C1CCCC2=C1C(O)(C(F)(F)F)C(=O)N2Cc1ccccc1 (stereo unspecified)	-0.06	-0.47	58
Cc1n[nH]c(C)c1S(=O)(=O)N1CCN(C2CCCCC2)CC1	0.12	-0.01	-50
COCCCNS(=O)(=O)c1ccc(Oc2ncc(C(F)(F)F)cc2Cl)cc1	-0.64	-0.58	-75
CCOCC(=O)Nc1ccc(F)c(F)c1	0.7	1.2	43
Cc1nc2ccc(S(=O)(=O)Nc3cccc(-c4nc5cccnc5s4)c3)cc2s1	-1.2	-1.2	17
COc1cc(NC(=S)NC(=O)c2cc(C)cc(C)c2)ccc1NC(=O)c1cccs1	-1.9	-0.29	.

Filtered by structure: those above with a thiophene ring, fused or not.
SMILES	SDO1 yeast rescue	SDO1 yeast rescue Rescue 24 h	INS promoter inh
Cc1nc(N2CCCC2)c2ccsc2n1	0.92	1.7	34
O=C(Nc1cccc(C(F)(F)F)c1)/C(=C/c1ccco1)NC(=O)c1cccs1	-1.2	-0.92	.
Cc1ccc(-n2nc(-c3cccs3)cc2C(=O)NCC2CCCO2)c(C)c1 (stereo unspecified)	-0.74	-0.18	-9
CCc1ccc(S(=O)(=O)NCCc2cn3ccccc3n2)s1	-0.12	-0.04	-9
COc1cc(NC(=S)NC(=O)c2cc(C)cc(C)c2)ccc1NC(=O)c1cccs1	-1.9	-0.29	.

The main list resumes, repeating the 7 entries before the break.
SMILES	SDO1 yeast rescue	SDO1 yeast rescue Rescue 24 h	INS promoter inh
CNC(=O)N(O)C1N(NC(=O)Nc2ccccc2)C(=S)SC1(C)C (stereo unspecified)	.	.	-20
O=C1CCCC2=C1C(O)(C(F)(F)F)C(=O)N2Cc1ccccc1 (stereo unspecified)	-0.06	-0.47	58
Cc1n[nH]c(C)c1S(=O)(=O)N1CCN(C2CCCCC2)CC1	0.12	-0.01	-50
COCCCNS(=O)(=O)c1ccc(Oc2ncc(C(F)(F)F)cc2Cl)cc1	-0.64	-0.58	-75
CCOCC(=O)Nc1ccc(F)c(F)c1	0.7	1.2	43
Cc1nc2ccc(S(=O)(=O)Nc3cccc(-c4nc5cccnc5s4)c3)cc2s1	-1.2	-1.2	17
COc1cc(NC(=S)NC(=O)c2cc(C)cc(C)c2)ccc1NC(=O)c1cccs1	-1.9	-0.29	.
CC(CN1CCCCC1)OC(=O)Cc1ccc(Cl)cc1 (stereo unspecified)	1.1	0.75	25
Cc1noc(C)c1C(=O)Nc1ccc(F)c(F)c1	-0.39	-0.87	8
Cc1ccc(Cn2nnc3c(=O)[nH]c(C4CCCN(S(=O)(=O)c5ccccc5)C4)nc32)cc1 (stereo unspecified)	0.05	-0.36	-3
Cc1ccc(CN2CCN(/N=C/c3cc([N+](=O)[O-])ccc3Cl)CC2)cc1	-1.1	-1.2	0
CCSc1nnc(NC(=O)c2cc(-c3ccc(C)c(C)c3O)n[nH]2)s1	-0.51	-0.39	.
CCC(C)NC(=O)c1ccc(CSc2nc3ccncc3n2Cc2ccc(F)cc2)cc1 (stereo unspecified)	0.1	-1.3	-20
Cc1cc(NC(=O)CN2CCN(S(=O)(=O)c3ccc(Cl)cc3)CC2)no1	0.19	-0.36	-11
Cc1cc(NC(=O)c2ccco2)ccc1NC(=O)Cc1cccs1	0.69	-0.01	38
CN1C(=O)N(C)C2C1NC(=O)N2C (stereo unspecified)	1.1	0.66	.
Cn1c(-c2cccc3ccccc23)n[nH]c1=S	-0.17	-0.3	18
CCOC(=O)Cc1cc(OC)c(OC)cc1Cc1cc(OC)c(OC)cc1CC(=O)OCC	-0.3	0.09	.
COc1ccc(-c2csc(NC(=O)CSc3nc(C)cs3)n2)cc1	-0.71	-0.3	58
Clc1ccc(COc2ccccn2)c(Cl)c1	-1.1	-0.34	44
O=C(c1ccc(N2CCN(C3CC(=O)N(c4ccc(F)cc4)C3=O)CC2)cc1)c1cccnc1 (stereo unspecified)	0.95	-0.53	10
CC(C)OCCCNC(=O)C(C)Oc1ccccc1 (stereo unspecified)	1.1	0.79	-27
CCN(CCCNC(=O)CCCOc1cc(=O)n(C)c2ccccc12)Cc1ccccc1	.	.	0
Cc1cccc(N2N=C(C(=O)N3CC(=O)Nc4ccccc43)CCC2=O)c1	.	.	23
Cc1cc2ccccc2c(=O)n1CC(=O)NCC(=O)N1CCN(c2ccccc2)CC1	0.03	-0.67	-14
Cc1ccc(C(=O)NCC(=O)OCC(=O)N2CCCc3ccccc32)cc1	0.71	0.47	14
C=CCN1C(=O)/C(=C\c2ccc(OC(=O)c3ccco3)c(OC)c2)SC1=S	.	.	-111
O=C(NCCSc1c[nH]c2ccccc12)c1ccco1	-0.03	-0.4	.
CCOc1cc(-c2nc(C)c(C(C)=O)n2O)ccc1OCC(=O)Nc1ccc(F)cc1	.	.	-7
COC(=O)Cc1cc(=O)n2[nH]c(C(F)(F)F)nc2n1	1.4	0.28	38
CC(=O)N1CSCC1C(=O)N1CCN(c2ccc(N3CCOCC3)nn2)CC1 (stereo unspecified)	-0.08	-0.57	.
CSCCC(NC(N)=O)C(=O)NCc1ccccc1Cl (stereo unspecified)	0.19	-0.12	0

More records.
SMILES	SDO1 yeast rescue	SDO1 yeast rescue Rescue 24 h	INS promoter inh
CCOC(=O)C1(C)NC(c2ccco2)C2C(=O)N(c3ccc(C)cc3)C(=O)C21 (stereo unspecified)	0.26	-0.24	13
CCOC(=O)/C(=N/Nc1ccc(OC)cc1)Sc1nnc(CCc2ccccc2)n1-c1ccccc1	-0.02	2.3	.
CNS(=O)(=O)c1ccc(NC(=O)C2CC(=O)N(c3ccc(Cl)cc3)C2)cc1 (stereo unspecified)	.	.	64
CC(C)C(=O)Nc1cccc(-c2nc3ccccc3c(=O)o2)c1	0.83	1.2	12
CCCCN(Cc1ccccc1)C(=O)C1CCN(Cc2sccc2C)CC1	-0.23	-1.3	25
CCNC(=S)N1CCCC(C(N)=O)C1 (stereo unspecified)	.	.	67
COc1cc(/C=N/Nc2ccc(Cl)cc2)ccc1OC(=O)c1cccs1	-1.1	-1.9	-7
